# Assay outcomes (PubChem BioAssay)
# Rad51 HR inh = blocks human Rad51 in homologous recombination | Q06609 | hRad51 DNA strand exchange, fluorescence dequenching | inhibition, % at 10 µM | actives 0.085% (n = 200,000) | AID 1385;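 active = inhibition above 40% at the single screening dose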;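 also: 0% = DMSO control wells and 100% = blanks with heterologous ssDNA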
#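 System: hRad51 filaments on single-stranded DNA; reagent: Fluorescein- and BHQ1-tagged 47-mer duplex; compound dosing: one concentration, 10 µM final; timing: filaments 15 min 37 °C, then compound 30 min; measured by: fluorescein emission 520 nm, excitation 485 nm; benchmarks: per-plate controls and blanks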
# Hck-Nef inh = blocks Nef-activated human Hck kinase | inhibition, % at 20 µM | Recombinant Hck-YEEI plus Nef, Z-Lyte FRET kinase assay | AID 463187 | actives 0.68% (n = 220,000) | P08631;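 active = Hck-Nef kinase inhibition above about 50%, limit read from the data; inactive = inhibition below that limit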;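 also: 0% = DMSO with Hck plus Nef and 100% = Hck alone without Nef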
# TbHK1 inh = blocks Trypanosoma brucei hexokinase 1 activity; recombinant TbHK1, G6PDH-coupled NADH A340; inhibition, % at 10 µM; actives 0.11% (n = 220,000); AID 1430;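 active = inhibition of 50% or more in the single-dose primary screen; inactive = inhibition below 50%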
# EP2 mod = modulates human prostaglandin E2 receptor EP2 signaling. P43116. EP2-expressing cells, cAMP HTRF FRET, PGE2 co-stimulation. induction, % at 25 µM. actives 0.83% (n = 260,000). AID 940;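 active = compounds whose cAMP rise, as percent of the full-agonist control response, exceeds 60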;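 also: rat C6 glioma line stably carrying human EP2 under a CMV promoter; the protocol text gives 20 µM as final concentration; 100% = response of wells given 1 µM PGE2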
# 14-3-3 Bad inh = disrupts binding of bovine 14-3-3 zeta to phospho-Bad peptide; P63103; TR-FRET 14-3-3zeta/Dy647-pBad peptide displacement, 1 h; inhibition, % at 21.7 µM; actives 0.71% (n = 220,000); AID 781;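 active = inhibition above about 70%, limit read from the data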;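 also: 0% = full 14-3-3 plus peptide FRET controls and 100% = background without 14-3-3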
# zVAD death inh = L929 zVAD cell death inhibition; viability rescue, % at 10 µM; AID 1377; actives 0.38% (n = 220,000); L929 zVAD necroptosis rescue, ATP luminescence, 24 h; with zVAD 60 µM;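 active = activation, scaled between plate controls, above about 75%, limit read from the data; inactive = activation under that limit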;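 also: 0% = zVAD with DMSO and 100% = DMSO alone without zVAD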
# Calpain2 inh = blocks pig calpain II enzyme activity | purified calpain II, fluorogenic peptide substrate, 30 min | inhibition, % at 16 µM | actives 0.37% (n = 220,000);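 active = inhibition above about 50%, limit read from the data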
# eIF4E-4G inh = blocks eIF4E binding to eIF4G | inhibition, % at 21.7 µM | AID 782 | P63073+Q04637 | actives 0.37% (n = 220,000) | TR-FRET eIF4E-eIF4GI(517-606) binding, 2 h;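 active = inhibition above about 30%, limit read from the data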;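 also: 0% = full FRET control wells and 100% = background wells lacking eIF4GI fragment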
# Target sequence (P63073 whole entry, looked up, the tested form may be a part): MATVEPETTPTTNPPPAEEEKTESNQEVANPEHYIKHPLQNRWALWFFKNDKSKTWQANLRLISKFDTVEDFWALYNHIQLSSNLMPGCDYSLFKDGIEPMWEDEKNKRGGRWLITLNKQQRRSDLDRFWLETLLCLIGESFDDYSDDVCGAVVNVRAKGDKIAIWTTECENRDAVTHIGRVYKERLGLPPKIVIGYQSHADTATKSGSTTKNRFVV
# Target sequence (Q04637 whole entry, looked up, the tested form may be a part): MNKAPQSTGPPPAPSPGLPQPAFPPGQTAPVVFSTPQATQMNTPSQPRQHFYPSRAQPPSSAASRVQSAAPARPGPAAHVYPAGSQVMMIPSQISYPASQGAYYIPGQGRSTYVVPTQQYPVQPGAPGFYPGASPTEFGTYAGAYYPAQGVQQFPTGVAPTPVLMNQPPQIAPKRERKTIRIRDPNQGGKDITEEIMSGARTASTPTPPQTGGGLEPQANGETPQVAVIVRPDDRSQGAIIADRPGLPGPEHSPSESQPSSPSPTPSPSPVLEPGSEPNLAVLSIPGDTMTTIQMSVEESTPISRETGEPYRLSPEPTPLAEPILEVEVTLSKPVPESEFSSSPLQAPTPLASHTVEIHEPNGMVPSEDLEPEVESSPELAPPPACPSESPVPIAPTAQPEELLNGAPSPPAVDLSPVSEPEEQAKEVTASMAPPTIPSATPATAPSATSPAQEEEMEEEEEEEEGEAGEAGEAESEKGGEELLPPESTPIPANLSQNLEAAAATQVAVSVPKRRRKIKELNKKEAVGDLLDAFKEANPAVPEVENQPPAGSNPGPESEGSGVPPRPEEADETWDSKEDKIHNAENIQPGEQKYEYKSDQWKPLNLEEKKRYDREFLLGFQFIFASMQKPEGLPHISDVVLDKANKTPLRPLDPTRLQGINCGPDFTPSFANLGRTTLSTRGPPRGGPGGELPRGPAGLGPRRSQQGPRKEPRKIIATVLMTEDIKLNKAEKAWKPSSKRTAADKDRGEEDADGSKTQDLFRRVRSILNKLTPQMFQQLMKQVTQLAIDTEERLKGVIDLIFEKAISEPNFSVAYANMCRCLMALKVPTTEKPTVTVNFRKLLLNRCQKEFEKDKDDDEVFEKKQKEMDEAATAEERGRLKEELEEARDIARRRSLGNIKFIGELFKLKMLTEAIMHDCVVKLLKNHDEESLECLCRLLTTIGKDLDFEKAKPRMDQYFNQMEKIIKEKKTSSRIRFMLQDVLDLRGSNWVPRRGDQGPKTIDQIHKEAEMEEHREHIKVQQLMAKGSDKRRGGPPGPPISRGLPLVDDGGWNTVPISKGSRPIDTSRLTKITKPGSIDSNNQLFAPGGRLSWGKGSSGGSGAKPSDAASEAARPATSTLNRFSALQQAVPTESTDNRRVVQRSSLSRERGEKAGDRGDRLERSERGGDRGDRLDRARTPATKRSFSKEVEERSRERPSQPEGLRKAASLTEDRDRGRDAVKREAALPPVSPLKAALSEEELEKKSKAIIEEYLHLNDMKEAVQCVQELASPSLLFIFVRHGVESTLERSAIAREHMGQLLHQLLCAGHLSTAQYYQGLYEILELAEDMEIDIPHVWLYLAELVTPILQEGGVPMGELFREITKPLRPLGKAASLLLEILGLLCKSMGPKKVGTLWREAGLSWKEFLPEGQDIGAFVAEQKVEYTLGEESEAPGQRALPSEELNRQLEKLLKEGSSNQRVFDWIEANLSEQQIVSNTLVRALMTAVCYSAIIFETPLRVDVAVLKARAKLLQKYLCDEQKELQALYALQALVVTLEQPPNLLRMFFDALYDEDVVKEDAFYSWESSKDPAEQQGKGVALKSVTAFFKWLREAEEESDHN
# PGE2 EP2 inh = inhibitors of human EP2 prostaglandin E2 receptor; P43116; C6 glioma cells expressing human EP2, cAMP TR-FRET; cells stimulated with saturating PGE2; inhibition, % at 25 µM; actives 0.52% (n = 260,000);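 active = percent inhibition above 40 after rounding to a whole number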;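 also: rat C6 glioma host cells with rolipram phosphodiesterase inhibitor present; the protocol text gives 20 µM as final concentration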
# * = called active by the depositor; i = inactive; · = no result given; & = joins results of further samples; [ ] = dose if it differs, or a comment. The list is partial. The share of hits here may be higher or lower than overall.
# The opening two records as a preview:
canonical_smiles	Rad51 HR inh	Hck-Nef inh	TbHK1 inh	EP2 mod	14-3-3 Bad inh	zVAD death inh	Calpain2 inh	eIF4E-4G inh	PGE2 EP2 inh
Cc1c(C(=O)Nc2nnc(C(F)(F)F)s2)oc2ccccc12	4	·	·	10	34[fluorescence artefact?]	·	30	4	3
COc1ccc(OC)c(C2C(C(=O)c3cccs3)=C(O)C(=O)N2CCN(C)C)c1 (stereo not given)	6	0	-17	-7	·	0.3	22	·	16

# All compounds of this part (from the top)
canonical_smiles	Rad51 HR inh	Hck-Nef inh	TbHK1 inh	EP2 mod	14-3-3 Bad inh	zVAD death inh	Calpain2 inh	eIF4E-4G inh	PGE2 EP2 inh
Cc1c(C(=O)Nc2nnc(C(F)(F)F)s2)oc2ccccc12	4	·	·	10	34[fluorescence artefact?]	·	30	4	3
COc1ccc(OC)c(C2C(C(=O)c3cccs3)=C(O)C(=O)N2CCN(C)C)c1 (stereo not given)	6	0	-17	-7	·	0.3	22	·	16
CCn1c(=NC(=O)c2cccc(N3C(=O)CCC3=O)c2)sc2c(OC)ccc(OC)c21	-1	11	6	-12	-15	0.3	-41	-2	11
CCCCn1nc2cc(C(=O)NCc3ccccc3OC)ccc2c1OCC	8	0	-4	-1	·	1.6	i	·	-4
Cc1nn(-c2ccccc2)c2c1C1(C(=O)N3c4c(cccc41)C(C)CC3(C)C)C(C#N)=C(N)O2 (stereo not given)	5	2	-8	-7	-9	0.4	-33	4	8
CCSc1nnc(NC(=O)CSc2nc3c(c(=O)n2C)SC(C)C3)s1 (stereo not given)	9	-3	-10	-10	0	0.4	-41	-2	26
CC(C)COc1cccc(C(=O)Nc2ccc(S(=O)(=O)N3CCOCC3)cc2)c1	1	-8	4	-8	2[fluorescence artefact?]	0.7	14	-1	11
CCCS(=O)(=O)c1c(S(=O)(=O)CCC)c2cc(CC)ccn2c1C(=O)OC	-5	1	-4	42	3	0.2	-39	6	1
Cc1ccccc1Nc1nc(-c2cccnc2)nc2ccccc12	·	-51	-12	4	2	3.2	20	2	7
COc1ccc2nc(/N=C(\N)NC(=O)N3c4ccccc4Sc4ccccc43)nc(C)c2c1	0	3	-11	-18	-17	1.2	-21	0	11
COc1ccc(OC)c(NC(=S)NN2CCN(C)CC2)c1	-2	-1	-2	12	-5	0.8	2	6	27
COc1ccc(-c2nnn(CC(=O)NCc3cccs3)n2)cc1OC	-2	0	4	-60&1	-6	0.1	-7	-1	17&8
CCCOc1ccc([C@@H]2C3CN(C(=O)OCC)CC=C3C(C#N)=C(N)C2(C#N)C#N)cc1OC (stereo not given in full)	-16	2	-10	19	10	0.1	-128	-14	10
NC(=O)CS(=O)(=O)c1ccc(Cl)cc1	-34	14	5	1	2	-0.5	12	-1	3
CC1CC(C(F)(F)F)n2ncc(C(=O)O)c2N1 (stereo not given)	6	-4	-3	42&1	-2	0.6	2	5[fluorescence artefact?]	5&9
CCOC1OC2C(CO)OC(n3cnc4c(N)ncnc43)C2O1 (stereo not given)	-3	-5	-7	-27	12	1.2	-3	-6	10
Cc1cccc(NC(=O)C2CCCN2C(=O)Oc2ccccc2)c1 (stereo not given)	8	6	-1	-11	13	-0.5	35	-10	8
Cc1ccc(SCc2nc(-c3ccccc3)no2)cc1	5	2	-2	-16	8	-0.4	12	1	9
O=C(COc1ccc(Cl)cc1Cl)NN1C(=O)/C(=C\c2ccc(Cl)cc2)SC1=S	6	9	0	22	-3	0.0	-23	2	7
Cn1/c(=N/NC(=O)c2cccc(OC(F)F)c2)sc2ccccc21	9	3	-4	-30	-16	0.1	8	12	5
COCCNC(=O)c1ccc2ccccc2n1	-2	1	-1	1	2[fluorescence artefact?]	0.4	34	14	5
Cc1ccc(-c2nc3ccccc3o2)cc1NC(=S)NC(=O)c1cccs1	4	1	4	16	17[fluorescence artefact?]	0.7	-28	3	13
Cc1cc(C)n(-c2nc(SCCN(C)C)c3c4c(sc3n2)COC(C)(C)C4)n1	5	-1	2	10	-4[fluorescence artefact?]	0.1	-51	2	7
O=C(Nc1cccnc1)c1cc(-c2cc(Cl)ccc2O)n[nH]1	-1	17	10	-76	-5	-0.6	8	0	12
COc1ccc2nc(SCc3ccccc3)nc(C)c2c1	-5	3	-6	16	8	0.2	-26	-4	10
O=C(Nc1cccc(C(F)(F)F)c1)c1scc2c1OCCO2	·	6	-15	-3	0	1.3	-11	2	4
Cc1cc(C)n(-c2ccc(C(=O)Nc3ccc(C)c(S(=O)(=O)N4CCOCC4)c3)cc2)n1	12	2	-7	-48	6	-0.2	28	-4	18
CC1(C)Cc2c(c(N3CCOCC3)nc3snc(NC(=O)c4ccccc4)c23)CO1	7	3	-3	-3	1	-0.3	-4	6	15
COc1ccc(Nc2cc(C(=O)NCCCN3CCOCC3)c3ccccc3n2)c(OC)c1	7	3	-7	1	4	-0.1	-14	-2	6
CCOc1ccc(C(=S)N2CCCC2)cc1	-6	1	-2	4	-15	0.6	15	11	7
CC(C)c1ccc(C(=O)NNC(=O)C2CC=CCC2C(=O)O)cc1 (stereo not given)	18	-1	5	11	25	1.2	11	-34	2
Nc1ccc2c(c1)CC(=O)c1ccccc1S2	-7	1	-2	0	3[fluorescence artefact?]	1.1	0	0	10
Cc1ccc(S(=O)(=O)NNC(=O)CC#N)cc1	9	24	-12	-1	3	1.2	-6	-3	11
COc1ccc(-c2[nH]ncc2CN(C)CCc2c(C)n[nH]c2C)c(F)c1	·	6	-3	6	-1	-0.2	19	3	3
CC(Oc1ccccc1)c1ccnc2nc(/N=C/N(C)C)nn12 (stereo not given)	0	1	-18	6	11	-0.1	-149	0	5
O=C(Nc1ccccn1)C(F)(F)C(F)(F)C(F)(F)C(F)(F)C(=O)Nc1ccccn1	-2	-1	28	5	-4	0.4	9	-1	7
CCC(=O)N1CCc2cc(S(=O)(=O)CCC(=O)NC(C)CC)ccc21 (stereo not given)	10	24	-7	15	-11	3.4	-28	-3	6
CCCN(C(=S)Nc1ccccc1)C1CCS(=O)(=O)C1 (stereo not given)	2	-1	0	14	-7	-0.3	15	-2	-6
c1cc2nncn2nc1N1CCCC1	5	0	-7	13	-1	0.8	-18	26[fluorescence artefact?]	17
O=C(O)c1cc(NCc2ccc(F)cc2)ccc1N1CCOCC1	3	1	-2	10	-25	-0.1	-225	0	13
OCCN(CC#CC(O)(c1ccccc1)c1ccccc1)CCO	7	16	3	-5	5	-0.9	8	2	11
C[C@@]12CCC=C[C@H]1[C@H](c1ccc(C(F)(F)F)cc1)N(Cc1ccccc1)C2=O	5	19	-1	48	7	2.6	38	2	10
CCC(CC)C(=O)Nc1c2cnn(-c3ccccc3)c2nc(=O)n1-c1ccccc1	·	1	-6	34	29	-0.2	-150	4	·
CCOC(=O)N1CCC(NS(=O)(=O)c2ccc3c(c2)C(C)(C)C(=O)N3C)CC1	-2	3	-5	8	-5[fluorescence artefact?]	3.1	-37	1[fluorescence artefact?]	3
Cc1cc2cc(CN(Cc3cccs3)Cc3nnnn3CC3CCCO3)c(=O)[nH]c2cc1C (stereo not given)	4	2	6	-1	-6	0.0	-35	-1	9
Cc1ccc(C(=O)NNC(=O)CSc2nnc(CNc3ccc(F)cc3)n2C)cc1	·	17	-5	28	-10	0.0	7	-3	8
Cc1nc(NCc2ccco2)c(C#N)c2c1COC(C)(C)C2	-4	-7	-3	48	-4	-0.5	-22	4	16
Cc1c(NC(=O)C(=O)/C=C(/O)c2ccccc2)c(=O)n(-c2ccccc2)n1C	7	2	-19	2	-1	1.6	5	-2[fluorescence artefact?]	5
CC(=O)c1cccc(NC(=O)Nc2csc3c2CCCC3)c1	·	0	-14	-33	-10	54	30	1	9
CC(=O)c1cccc(NC(=O)C2(c3ccccc3)CC2(Cl)Cl)c1 (stereo not given)	2	17	4	-2	-3	6.6	-9	9	3
Cc1ccc(N(CC(=O)NC2CCCC2)C(=O)c2ccc(C)s2)cc1	-10	20	5	23	2	-0.3	45	0	7
COC(=O)c1cc2ccccc2oc1=O	1	4	-15	14	8	0.2	-21	12	10
O=C(Nc1ccccn1)c1onc2c1CCCC2	21	4	-3	7	-4	-0.4	-3	14	5
CCn1c2ccccc2c2cc(CN3CCN(Cc4cc(OC)ccc4O)CC3)ccc21	-4	10	1	-11	43	3.7	20	5	5
O=C(CSc1ccc(Cl)cc1)NN=C1CCCCCC1	·	17	1	-17	-16	0.1	21	1	6
CC[C@@H](C)[C@H](NS(=O)(=O)c1ccc(C)cc1)C(=O)N1CCC(C(=O)NCC(=O)O)CC1	8	0	4	-10	7	-0.2	2	-6	-2
COCCn1c(C)cc(C(=O)COC(=O)c2cc3c(s2)CCC3)c1C	1	3	-17	19	-14	1.6	-149	1	6
COc1ccccc1NC(=O)CSCc1nc2ccccc2[nH]1	-5	2	-5	5	4	0.9	0	-4[fluorescence artefact?]	11
CCC(NC(=O)N(Cc1ccccc1)Cc1ccc2c(c1)OCO2)(C(F)(F)F)C(F)(F)F	-9	0	5	26	3	0.0	-4	0	5
COC(=O)Cc1ccc(NC(=S)N2CCN(C)CC2)cc1	7	-6	-7	1	0	0.7	21	1	6

# Other results:
canonical_smiles	Rad51 HR inh	Hck-Nef inh	TbHK1 inh	EP2 mod	14-3-3 Bad inh	zVAD death inh	Calpain2 inh	eIF4E-4G inh	PGE2 EP2 inh
COCCCNC(=O)c1ccccc1NS(=O)(=O)c1ccc(C)cc1	2	-1	0	13	0	0.5	-51	3[fluorescence artefact?]	-2
CC(NCc1ccc(S(N)(=O)=O)cc1)C(=O)N1c2ccccc2CC1C (stereo not given)	-91	23	5	-12	14	-0.1	-3	-9	3
Cc1ccnc(NS(=O)(=O)c2ccc(NC(=O)c3ccc(S(=O)(=O)N(C)C)cc3)cc2)n1	3	26	3	8	-9	0.6	-8	-3	4
COc1ccc(Nc2nc(N3CCCC3)c3ccccc3n2)cc1	0	-21	-4	-29	43	2.5	-48	-11	20
CN(CC(=O)NCc1ccco1)S(=O)(=O)c1ccc2c(c1)n(C)c(=O)c(=O)n2C	-2	1	-11	3	4	1.4	-41	-6	11
CNC(=S)N/N=C(\C)c1ccc(C(C)(C)C)cc1	-10	0	-1	8	3[fluorescence artefact?]	-1.3	38	2	6
O=C(CCc1ccccc1)NC(=S)Nc1ccccc1Br	·	-3	-2	0	-4	-0.4	17	-1	6
CCSc1cc(C)nc2ncnn12	-1	-15	7	11	-1[fluorescence artefact?]	0.4	-16	-7	18
O=C(CN(CC1CCCO1)C(=O)CCC(=O)Nc1nccs1)NCc1ccccc1 (stereo not given)	0	6	3	34	1	-0.2	-8	-4	8
CCC(=O)NC(c1ccc(OC)cc1)c1c(O)ccc2ccccc12 (stereo not given)	-4	22	0	-19	-18	1.2	-83	2	9
COc1ccccc1CNc1nc2nc3c(c(=O)n2[nH]1)CCC3	4	-1	5	17	4	-0.5	-5	-3	6
O=C(/C=C/c1ccco1)NC(=S)Nc1cc(-c2nc3ccccc3s2)ccc1Cl	-12	14	-22	-1	26	1.4	16	10[fluorescence artefact?]	12
CC1Cc2ccccc2N1C(=O)c1cnc2ccccn2c1=O (stereo not given)	4	-2	-30	13	4	0.4	-20	-1	2
CCOc1cc(/C=N/NC(=O)c2ccc(O)cc2)ccc1Oc1nc(Cl)ncc1F	19	22	-11	56	-14	9.0	-57	2	2
